p53ts 39C kill – p53ts cell cytotoxicity, nonpermissive temperature. H1299-p53A138V viability at 39C, ATP luminescence, 24 h. Potency, µM (top dose mostly 46.1 µM), inactives show top-dose activity change, negative = cell killing, usual class: cytotoxic. 130,000 compounds, 1.5% hits. AID 902; also: nearly all actives have a fitted effect of over 55% in size
p53ts 32C tox – p53ts cell cytotoxicity, permissive temperature; Potency, µM (series often up to 46.1 µM), inactives show at the highest dose activity change, negative = cytotoxicity, most hits filed as cytotoxic; H1299-p53A138V at 32C, ATP luminescence viability, 24 h; 130,000 compounds, 0.93% hits; AID 924;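 also: 0% = DMSO and -100% = full killing by reference compound; nearly all actives have a fitted effect of over 55% in size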
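ATP-content luminescence (ATPlite) read-out after 24 h compound exposure at 32C in H1299-p53A138V cells (600/well). Tested up to 46 uM. Normalized to DMSO (0%) and 100 uM tamoxifen (100% killing); Hill-fit AC50.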
IkB signaling – inhibitors of IkB signaling in ABC-DLBCL cells; ABC-DLBCL IkBa-CBG/CBR dual luciferase ratio, 4 h; response scale: scaled: untreated 0%, proteasome inhibitor 100%; Potency, µM (series often up to 57.1 µM), without a hit: top-dose IkBa stabilization activation; 110,000 compounds, 0.04% hits; AID 445; active = well fitted curve in the direction sought with a large enough effect in the signal ratio, not every such curve was filed as active; inconclusive = small, poorly fitted or top-dose-only effect, or a change in a side signal; the % refers to the signal ratio;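 also: the direction sought is a rising ratio; 0% = basal untreated cells and 100% = reference inhibitor full response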
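In this assay, an IκBα–CBG68 fusion accumulates when IKK-driven degradation is blocked; native CBR normalizes for cell number. OCI-Ly3 cells were treated 4 h with compound and doxycycline, then green and red light read after Chroma-Glo addition.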
Imprint erasure – genomic imprint erasure induction | 110,000 compounds, 0.02% hits | Potency, µM (titrated, usually from 60.7 µM), for the others: at the top dose activity change, positive = activation, hits mostly activators | mouse ES Peg3-LacZ reporter, beta-gal luminescence, 40 h;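 also: 0% = negative control wells on the plate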
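Gelatin-coated wells received 300 freshly trypsinized female ES cells with a Peg3LacZ-Neo reporter on the maternal allele, then incubated 40 hours at 37C. BetaGlo was added for 5 minutes at room temperature before a single luminescence read.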
* hit, by the source's call; [ ] = another dose, or the depositor's remark. Unless noted, calls follow the shape of the dose curve; as a rule, active = well fitted curve in the direction sought with a large enough effect; inconclusive = small, poorly fitted or top-dose-only effect, or another doubt; inactive = no such curve, though single readings can be large; an effect the other way counts as inactive or inconclusive. Unless noted, % is scaled to controls: 0 for no effect and ±100 for the full control effect; potency is read from the fitted curve at half-maximal effect. Rows were taken by chance. About 1.7% of those tested had a hit in this group.

`Nc1ccc(C(=O)OCCCc2nc3ccccc3[nH]2)cc1` gave p53ts 39C kill -5.8%, p53ts 32C tox -9.9%, IkB signaling 2.0% and Imprint erasure -7.2%.
COc1ccc(C2CC(=O)NC3=C2C(=O)CCC3)cc1Cl (stereo unspecified) was read as p53ts 39C kill -5.8%, p53ts 32C tox -14.9%, IkB signaling 0.1% and Imprint erasure 11.4%.
COc1cccc2c1Oc1ncccc1N(C(=O)CCC(=O)NCc1ccccc1Cl)C2 was read as p53ts 39C kill 30.3%[activator], p53ts 32C tox -11.2%, IkB signaling 0.1% and Imprint erasure -2.5%[10.9 µM].
Screening CCC(=O)N1CCc2cc(S(=O)(=O)NC(Cc3ccccc3)C(=O)NCc3ccc(F)cc3)ccc21 (stereo unspecified) returned p53ts 39C kill 4.8%, p53ts 32C tox 11.9%, IkB signaling 1.8% and Imprint erasure 7.1%[10.9 µM].
Screening COc1ccc(Br)cc1CNC(=O)C1CCN(c2nnc(-n3cccc3CNc3ccc(C)cc3)s2)CC1 returned p53ts 39C kill -17.7%, p53ts 32C tox -2.6%, IkB signaling inconclusive and Imprint erasure -16.0%[10.9 µM].
For CCn1c(=O)cc(OCC(=O)Nc2ccccc2Cl)c2ccccc21 the results were p53ts 39C kill 0.7%, p53ts 32C tox 6.5%, IkB signaling 0.2% and Imprint erasure -10.5%[10.9 µM].
COCCCNC(=O)c1cc2c(=O)n(C)c3ccccc3c2n1C was read as p53ts 39C kill -3.8%, p53ts 32C tox 10.4%, IkB signaling -1.0% and Imprint erasure -18.5%.
Screening CCCC(=O)Nc1ccc(NC(=O)CCc2ccccc2)cn1 returned p53ts 39C kill -5.8%, p53ts 32C tox 0.2%, IkB signaling -0.5% and Imprint erasure 4.6%.
Screening COC(=O)c1sccc1S(=O)(=O)N(CC(=O)NCc1ccc(C)cc1)c1ccccc1 returned p53ts 39C kill -2.0%, p53ts 32C tox 1.4%, IkB signaling 1.0% and Imprint erasure -17.2%[10.9 µM].
Screening Cc1ccc(-n2nc3c(c2NC(=O)c2c(-c4ccccc4Cl)noc2C)CS(=O)(=O)C3)c(C)c1 returned p53ts 39C kill 15.4%, p53ts 32C tox 3.6%, IkB signaling 6.4% and Imprint erasure -0.1%.
For COc1ccc(-c2c3c(=O)n(C)c(=O)n(C)c3c3c(-c4ccc(C)cc4)nc4ccccc4n23)cc1 the results were p53ts 39C kill 8.7%, p53ts 32C tox 0.8%, IkB signaling 1.2% and Imprint erasure -4.5%[10.9 µM].
`O=C(c1ccco1)N1CCN(C(=O)c2oc(=O)c3ccccc3c2-c2ccccc2)CC1` gave p53ts 39C kill 7.5%, p53ts 32C tox 1.2%, IkB signaling 0.1% and Imprint erasure -14.9%.
Screening O=C(Nc1nc2c(s1)C(=O)CCC2)c1ccccc1 returned p53ts 39C kill 15.8µM*, p53ts 32C tox 12.6µM*, IkB signaling inconclusive and Imprint erasure -93.3%[inhibitor].
CCN1CCN(CCCNC(=O)Cn2cc3c(n2)CCCC3)CC1 was read as p53ts 39C kill -12.6%, p53ts 32C tox -3.9%, IkB signaling -0.1% and Imprint erasure -18.1%.
`Cc1cc(SCC(=O)Nc2ccc(C(F)(F)F)cc2)nc(=O)[nH]1` gave p53ts 39C kill -11.8%, p53ts 32C tox -6.4%, IkB signaling -0.3% and Imprint erasure -4.5%[10.9 µM].
Screening CC1=C(C)SC(=C(C#N)c2nnc(N3CCOCC3)n2-c2ccccc2)S1 returned p53ts 39C kill 9.9%, p53ts 32C tox 1.0%, IkB signaling 0.1% and Imprint erasure 1.7%.
Screening CC1CCN(S(=O)(=O)c2ccc3c(c2)N(CC(=O)NCCCN2CCCC(C)C2)C(=O)CS3)CC1 (stereo unspecified) returned p53ts 39C kill -23.5%, p53ts 32C tox -8.8%, IkB signaling inconclusive and Imprint erasure -19.8%[10.9 µM].
COc1ccc(-c2cc3nc(C)c(CCC(=O)Nc4cccc(C(F)(F)F)c4)c(C)n3n2)c(OC)c1 was read as p53ts 39C kill -18.1%, p53ts 32C tox -1.1%, IkB signaling inconclusive and Imprint erasure -9.5%[10.9 µM].
CCOc1cccc(C(=O)Nc2cccnc2)c1 was read as p53ts 39C kill -6.3%, p53ts 32C tox -12.8%, IkB signaling -1.0% and Imprint erasure -29.5%.
For CCc1ccc2occ(CC(=O)Nc3ccc(OC)c(Cl)c3)c2c1 the results were p53ts 39C kill inconclusive, p53ts 32C tox 11.6%, IkB signaling inconclusive and Imprint erasure -7.8%[10.9 µM].
COc1ccc(/C=N/n2cnnc2SCc2ccc(OC)cc2)cc1 was read as p53ts 39C kill -9.7%, p53ts 32C tox -7.4%, IkB signaling 5.7% and Imprint erasure -4.9%.
`O=CNC1CCCc2c1[nH]c1ccc(Cl)cc21` (stereo unspecified) gave p53ts 39C kill -7.8%, p53ts 32C tox -14.2%, IkB signaling 0.7% and Imprint erasure -5.7%.
`CC(C)Oc1ccc(-c2nc3c(C#N)c[nH]n3c2NC2CCCCC2)cc1` gave p53ts 39C kill 16.5%, p53ts 32C tox 0.2%, IkB signaling 2.7% and Imprint erasure -7.2%[10.9 µM].
Screening COCCOC(=O)C1=C(C)NC2=C(C(=O)CCC2)C1c1ccc2c(c1)OCO2 (stereo unspecified) returned p53ts 39C kill 12.8%, p53ts 32C tox 20.0%, IkB signaling 0.2% and Imprint erasure -2.7%.
CCN1CCN(C(c2cccs2)C(C)NS(=O)(=O)c2ccc(Br)cc2)CC1 (stereo unspecified) was read as p53ts 39C kill 15.2%, p53ts 32C tox -12.2%, IkB signaling 1.2% and Imprint erasure -10.2%.
Cc1ccc(-c2ccc(=O)n(CC(=O)Nc3cccc(C#N)c3)n2)cc1 was read as p53ts 39C kill -0.3%, p53ts 32C tox -5.4%, IkB signaling 0.1% and Imprint erasure 20.6%[10.9 µM].
For Cc1cnc(C(=O)OCC(=O)NC(=O)NC(C)C)cn1 the results were p53ts 39C kill -6.6%, p53ts 32C tox 7.6%, IkB signaling 0.4% and Imprint erasure 3.1%.
Screening CCOc1ccc(Br)cc1/C=N/O returned p53ts 39C kill 6.1%, p53ts 32C tox 3.0%, IkB signaling -0.4% and Imprint erasure 3.1%.
Screening CCCCn1c(CN2CCN(C(=O)OCC)CC2)nc2c1c(=O)n(C)c(=O)n2C returned p53ts 39C kill 11.5%, p53ts 32C tox 12.0%, IkB signaling 1.1% and Imprint erasure -1.4%.
`O=c1c2c(-c3ccccc3)csc2nc2n1CCC2` gave p53ts 39C kill -5.5%, p53ts 32C tox 0.4%, IkB signaling -0.7% and Imprint erasure -6.0%.
For COc1cccc(C2NC(CCSC)(C(=O)O)C3C(=O)N(C(C)C)C(=O)C23)c1O (stereo unspecified) the results were p53ts 39C kill 7.2%, p53ts 32C tox -9.2%, IkB signaling 1.0% and Imprint erasure -10.2%.
For COc1ccccc1C(=O)Nc1cc2cc(Br)ccc2oc1=O the results were p53ts 39C kill 11.3% and p53ts 32C tox -1.7%.
Screening COc1ccc(Cl)cc1-c1nc(-c2ccc(Br)o2)no1 returned p53ts 39C kill -2.9%, p53ts 32C tox 10.3%, IkB signaling -4.7% and Imprint erasure -1.8%.
Screening O=C(c1cccc(F)c1)N1CCN(C(=O)C2CC2)CC1 returned p53ts 39C kill -3.7%, p53ts 32C tox 1.5%, IkB signaling -0.6% and Imprint erasure -0.2%.
For COc1ccc(CNC(=O)CCC2N=C3c4ccccc4N=C(SCc4cccc(F)c4)N3C2=O)cc1 (stereo unspecified) the results were p53ts 39C kill 0.0%, p53ts 32C tox 17.8%, IkB signaling -0.6% and Imprint erasure 7.2%[10.9 µM].
For C=CCn1c(SCC(=O)Nc2sccc2C(N)=O)nc2sc(C)c(C)c2c1=O the results were p53ts 39C kill -27.7%, p53ts 32C tox -0.9%, IkB signaling 0.4% and Imprint erasure -18.8%.
For Cc1ccc(N2CC(c3nnc(Cc4ccc(F)cc4)o3)CC2=O)cc1 (stereo unspecified) the results were p53ts 39C kill 5.1%, p53ts 32C tox 6.1%, IkB signaling 1.9% and Imprint erasure -2.6%[10.9 µM].
CCOc1ccc(S(=O)(=O)Nc2cccc(-c3ccc(N4CCC(C)CC4)nn3)c2)cc1 was read as p53ts 39C kill 10µM*, p53ts 32C tox 10µM*, IkB signaling 1.7% and Imprint erasure -8.3%[10.9 µM].
Cc1cccc(NC(=O)c2sc3nc(-c4ccccc4)cn3c2C)n1 was read as p53ts 39C kill -7.8%, p53ts 32C tox -4.5%, IkB signaling inconclusive and Imprint erasure -38.5%[inhibitor].
For Cn1nc(-c2ccc(N3CCOCC3)c(NC(=O)COc3ccccc3)c2)c2ccccc2c1=O the results were p53ts 39C kill -1.0%, p53ts 32C tox -6.1%, IkB signaling 5.8% and Imprint erasure -18.3%.
Cn1ccc2cc(S(=O)(=O)N3CCCN(C(=O)Nc4ccccc4Br)CC3)ccc21 was read as p53ts 39C kill -25.9%, p53ts 32C tox -4.8%, IkB signaling 8.1% and Imprint erasure -7.1%[10.9 µM].
CN(CC(=O)N1CCN(C2CCCCC2)CC1)S(=O)(=O)c1cccc2nsnc12 was read as p53ts 39C kill 1.3%, p53ts 32C tox -0.1%, IkB signaling 0.8% and Imprint erasure -2.9%.
For CC(C)c1ccc(OC(=O)NCCO)cc1 the results were p53ts 39C kill 6.5%, p53ts 32C tox -3.9%, IkB signaling -1.5% and Imprint erasure -4.7%.
COc1ccc2oc(=O)c(-c3nnc(-c4ccc(C)cc4)o3)cc2c1 was read as p53ts 39C kill -18.4%, p53ts 32C tox -11.2%, IkB signaling inconclusive and Imprint erasure -17.9%[10.9 µM].
Screening COc1ccc(CN(C(=O)c2cc3ccccc3oc2=O)C2CCS(=O)(=O)C2)cc1 (stereo unspecified) returned p53ts 39C kill 5.3%, p53ts 32C tox -7.2%, IkB signaling 4.5% and Imprint erasure -5.8%[10.9 µM].
For CCOc1cc(C(=O)NCCOC)cc(OCC)c1OCC the results were p53ts 39C kill 6.2%, p53ts 32C tox -3.5%, IkB signaling 2.4% and Imprint erasure -3.3%.
`COC(=O)c1cn(C(=O)c2ccc(Br)o2)c2ccccc12` gave p53ts 39C kill -8.3% and p53ts 32C tox -6.7%.
`Cc1nc(N2CCCC2)c2nnn(Cc3ccccc3Cl)c2n1` gave p53ts 39C kill 3.3%, p53ts 32C tox -7.2%, IkB signaling -1.0% and Imprint erasure -13.6%.
For O=C(c1ccc(Cl)s1)N1CCOCC1 the results were p53ts 39C kill 15.0%, p53ts 32C tox 8.9%, IkB signaling -0.1% and Imprint erasure -7.3%.
Screening CCOC(=O)c1ccc(NC(=O)C(CC)(CC)C(=O)OCC)cc1 returned p53ts 39C kill -2.9%, p53ts 32C tox 6.4%, IkB signaling 0.0% and Imprint erasure -14.7%.
Screening Cc1ccccc1NC(=O)Cn1c(=O)n(CCc2ccccc2)c(=O)c2sc3ccccc3c21 returned p53ts 39C kill 10.5%, p53ts 32C tox -0.3%, IkB signaling 0.3% and Imprint erasure -5.6%[10.9 µM].
For COC(=O)c1cc(NC(=O)CN(c2ccccc2)S(=O)(=O)N(C)C)ccc1Cl the results were p53ts 39C kill 6.1%, p53ts 32C tox -6.4%, IkB signaling inconclusive and Imprint erasure -6.9%[10.9 µM].
For CC(=O)Nc1ccc(-c2nnc(SCC(=O)c3ccc([N+](=O)[O-])cc3)o2)cc1 the results were p53ts 39C kill 24.4%, p53ts 32C tox -13.1%, IkB signaling -1.6% and Imprint erasure -12.7%[10.9 µM].
For Cc1csc(SCCn2c(N3CCN(c4ccccc4)CC3)nc3c2c(=O)[nH]c(=O)n3C)n1 the results were p53ts 39C kill 3.7%, p53ts 32C tox -8.9%, IkB signaling 2.7% and Imprint erasure 5.2%.
For Cc1cc(C)n(CC(O)COCc2ccccc2)n1 (stereo unspecified) the results were p53ts 39C kill 0.4%, p53ts 32C tox 2.1%, IkB signaling 0.2% and Imprint erasure 2.8%.

Random excerpt: three compounds from above, in no set order.
CN(CC(=O)N1CCN(C2CCCCC2)CC1)S(=O)(=O)c1cccc2nsnc12 was read as p53ts 39C kill 1.3%, p53ts 32C tox -0.1%, IkB signaling 0.8% and Imprint erasure -2.9%.
COc1ccc(/C=N/n2cnnc2SCc2ccc(OC)cc2)cc1 was read as p53ts 39C kill -9.7%, p53ts 32C tox -7.4%, IkB signaling 5.7% and Imprint erasure -4.9%.
`CC(C)Oc1ccc(-c2nc3c(C#N)c[nH]n3c2NC2CCCCC2)cc1` gave p53ts 39C kill 16.5%, p53ts 32C tox 0.2%, IkB signaling 2.7% and Imprint erasure -7.2%[10.9 µM].
